# Screening data: PubChem BioAssay, National Center for Advancing Translational Sciences (NCATS)
# GLA spleen mod: alpha-galactosidase A (human) modulation | P06280 | human spleen homogenate, 4MU-alpha-Gal fluorescence, 40 min | Potency, µM (doses to about 80 µM), for inactives: at the highest dose activity change, negative = inhibition, hits mostly inhibitors | 240,000 compounds, 0.008% hits | AID 2107;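 also: 0% = enzyme with vehicle and -100% = no enzyme basal signal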
# Target sequence (P06280 32-429 limits assumed): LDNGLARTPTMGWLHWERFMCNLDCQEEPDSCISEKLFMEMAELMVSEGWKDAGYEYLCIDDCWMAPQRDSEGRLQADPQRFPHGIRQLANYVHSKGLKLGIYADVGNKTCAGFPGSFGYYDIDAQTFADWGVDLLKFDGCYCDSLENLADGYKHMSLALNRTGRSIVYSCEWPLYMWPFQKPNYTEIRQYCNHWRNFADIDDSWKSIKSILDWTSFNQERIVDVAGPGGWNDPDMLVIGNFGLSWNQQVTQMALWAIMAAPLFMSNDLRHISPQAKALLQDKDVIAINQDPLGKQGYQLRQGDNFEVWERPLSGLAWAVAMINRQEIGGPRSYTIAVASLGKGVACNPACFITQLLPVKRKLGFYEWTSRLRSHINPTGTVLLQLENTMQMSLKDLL
#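 Inhibition or activation of alpha-galactosidase in human spleen homogenate is scored by 4-MU fluorescence after 40 min at 37C, pH 5.0, with 1 mM substrate. AC50s come from concentration-response fitted to the Hill equation.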
# aGlu spleen mod: lysosomal alpha-glucosidase (human) modulation. 240,000 compounds, 0.006% hits. Potency, µM (series often up to 79.9 µM), for inactives: top-dose activity change, negative = inhibition, hits mostly inhibitors. human spleen homogenate, 4-MU-alpha-glucoside fluorescence. P10253;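 also: 0% = enzyme with vehicle and -100% = no enzyme basal signal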
#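 AC50 values come from Hill-equation fits of concentration-response data, normalized to no-enzyme and full-activity controls. Enzyme source: 1 ug human spleen homogenate; 1 mM fluorogenic 4-MU glucoside, pH 5.0 citrate buffer, 37 C, 40 min.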
# ALDH1A1 inh: ALDH1A1 (human) enzyme inhibition. P00352. Purified ALDH1A1, NADH fluorescence, propionaldehyde substrate. Potency, µM (series often up to 75.3 µM), for the others: at the highest dose activity, negative = inhibition, most hits filed as inhibitors. 220,000 compounds, 7.3% hits; active = well fitted inhibition curve with a large enough effect, not every such curve was filed as active; inconclusive = small, poorly fitted or top-dose-only effect, or another doubt; inactive = no such curve, though single readings can be large or run the other way;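 also: plate controls were no enzyme wells and a reference inhibitor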
# Target sequence (P00352 whole entry, looked up): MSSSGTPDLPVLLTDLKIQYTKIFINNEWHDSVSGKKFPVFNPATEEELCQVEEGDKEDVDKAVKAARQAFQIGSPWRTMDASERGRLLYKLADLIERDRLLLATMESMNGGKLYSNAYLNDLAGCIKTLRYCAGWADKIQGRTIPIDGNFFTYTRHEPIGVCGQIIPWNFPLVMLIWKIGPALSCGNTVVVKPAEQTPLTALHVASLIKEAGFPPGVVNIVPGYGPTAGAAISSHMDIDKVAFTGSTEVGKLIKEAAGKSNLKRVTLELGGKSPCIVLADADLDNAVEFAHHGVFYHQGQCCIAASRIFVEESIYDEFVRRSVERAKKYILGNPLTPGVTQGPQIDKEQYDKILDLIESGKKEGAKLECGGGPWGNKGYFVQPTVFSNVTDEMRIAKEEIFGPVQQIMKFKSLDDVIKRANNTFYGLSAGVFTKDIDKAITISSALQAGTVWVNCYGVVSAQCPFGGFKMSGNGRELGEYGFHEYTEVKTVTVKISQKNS
# JMJD2E inh: inhibitors of human JMJD2E histone demethylase | Potency, µM (doses to about 57.1 µM), for the others: at the top dose activity change, negative = inhibition, usual class: inhibitors | B2RXH2 | 230,000 compounds, 1.6% hits | JMJD2E catalytic domain, FDH-coupled NADH fluorescence (FDH is formaldehyde dehydrogenase); active = well fitted inhibition curve with a large enough effect, not every such curve was filed as active; inconclusive = small, poorly fitted or top-dose-only effect, or another doubt; inactive = no such curve, though single readings can be large or run the other way;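 also: 0% = wells with enzyme and -100% = buffer wells without enzyme; nearly all actives have a fitted effect of over 50% in size; many of its hits are not listed in these tables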
# SMN2 splice enh: increases expression of the SMN2 splice variant; HEK293 SMN2-luciferase splicing reporter, luminescence, 30-36 h; Potency, µM (top dose mostly 46.1 µM), for inactives: top-dose activity change, positive = activation, usual class: activators; 210,000 compounds, 2.8% hits; AID 1458; also: % of control where 0% means no effect; nearly all actives have a fitted effect of over 55% in size
#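 qHTS luciferase splicing reporter: luminescence rises when SMN2 exon 7 is included in transfected HEK293 cells. Compound exposure lasted 30-36 h at 37C, with 4.5 mM final sodium butyrate as control, followed by a ONE-Glo read.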
# GAA inh: alpha-glucosidase (human) inhibition; AID 1466; purified human GAA, 4-MU-alpha-glucoside fluorescence; P10253; 200,000 compounds, 0.005% hits; Potency, µM (highest dose often 76.9 µM), without a hit: at the top dose activity change, negative = inhibition, hits mostly inhibitors;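 also: plate controls were uninhibited enzyme wells for no effect and no-enzyme background for full effect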
#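 Fluorogenic assay: 4 nM human alpha-glucosidase with 400 uM 4-methylumbelliferyl-alpha-D-pyranoside in 50 mM citrate/phosphate, 0.005% Tween-20, pH 5.0, 20 min at room temperature. Compounds tested up to 77 uM; AC50 from Hill fits.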
# GoLoco inh red: blocks human Gai1 binding to RGS12 GoLoco peptide, red readout; Gai1:RGS12 GoLoco peptide FP, rhodamine, 10 min; AID 880; P63096; 230,000 compounds, 0.44% hits; Potency, µM (titrated, usually from 61.6 µM), for inactives: top-dose activity, negative = inhibition, actives largely listed as inhibitors; active = well fitted inhibition curve with a large enough effect, not every such curve was filed as active; inactive = no such curve, though single readings can be large or run the other way; also: % is scaled to controls: 0 for no effect and ±100 for the full control effect; nearly all actives have a fitted effect of over 30% in size; many of its hits are not listed in these tables
# GAA glycogen: GAA glycogen-cleavage inhibition or activation. recombinant GAA, glycogen substrate, Amplex Red glucose oxidase fluorescence. Potency, µM (doses to about 76.4 µM), for the others: top-dose activity change, negative = inhibition, most hits filed as inhibitors. 300,000 compounds, 0.38% hits. AID 2100;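 also: 0% = full enzyme reaction and -100% = no-enzyme basal signal; the screen sought inhibitors and activators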
#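 Natural-substrate format: glycogen cleavage by 4 nM human enzyme, glucose read by Amplex Red coupling (Ex 573, Em 610 nm). Normalized to enzyme and no-enzyme controls.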
# Numbers without * were called inactive; u = inconclusive; x = not tested or not shown; [ ] = remark or other dose. Unless noted, calls follow the shape of the dose curve; as a rule, active = well fitted curve in the direction sought with a large enough effect; inconclusive = small, poorly fitted or top-dose-only effect, or another doubt; inactive = no such curve, though single readings can be large; an effect the other way counts as inactive or inconclusive. Potency is read from the fitted curve at half-maximal effect. A portion of the library, so the mix of outcomes need not match the whole.
nr	SMILES	GLA spleen mod	aGlu spleen mod	ALDH1A1 inh	JMJD2E inh	SMN2 splice enh	GAA inh	GoLoco inh red	GAA glycogen
1	Cc1cc(=O)[nH]c(SCC(=O)Nc2ccccc2C#N)c1C#N	5%	1%	u	-15%	-3%	7%	-1%	6%
2	CC1(C)CC(=O)c2sc(N3CCCCC3)nc2C1	9%	7%	u	1%	-8%	-4%	3%	10%
3	Nc1nc(CN2CCN(Cc3ccccc3)CC2)nc(N2CCCc3ccccc32)n1	-1%	-24%	u	-29%	-2%	5%	-6%	21%
4	CC(C)(C)n1ncc2c(=O)n(CC(=O)NCc3ccccc3Cl)cnc21	-2%	-13%	-1%	-1%	11µM*	-2%	2%	-2%
5	CC(C)c1ccc2[nH]c(O)c(N=NC(=O)c3cccc(S(=O)(=O)Nc4cccc(Cl)c4)c3)c2c1	5%	-2%	x	2%	x	x	0%	4%
6	CCOC(=O)C1(O)CC(C)=NN1C(=O)c1cccc(Br)c1 (stereo unspecified)	7%	x	-6%	11%	4%	-2%	8%	-9%
7	Clc1ccccc1CSc1nnc(Cn2cnc3ccccc32)n1-c1ccccc1	0%	-1%	6%	9%	-4%	0%	-7%	-3%
8	COc1ccccc1CN1C(=O)C(=O)N(Cc2cccc(C)c2)C1=O	3%	2%	-6%	9%	x	x	-11%	-13%
9	Cc1c(C(=O)Nc2ccc(-c3nnc4n3CCCCC4)cc2)oc2ccc(Br)cc12	1%	-5%	u	9%	-38%[inhibitor]	-3%	180%[activator]	9%
10	CN(C)S(=O)(=O)c1ccc(C(=O)Nc2cccc(S(=O)(=O)NC3=NCCC3)c2)cc1	-8%	-4%	-16%	4%	x	-4%[15.4 µM]	-8%	0%
11	COCCNC(=O)C1=NOC(Cn2cc(C#N)c(=O)n(C)c2=O)C1 (stereo unspecified)	0%	x	-3%	-6%	1%	-5%	5%	9%
12	COC(=O)CN1C(=O)Nc2ccc(C)cc2C1c1ccccc1 (stereo unspecified)	-3%	-6%	7%	-3%	x	u	-16%	-6%
13	O=C(CN1c2ccccc2Sc2ccccc21)NNC(=O)Nc1ccc(Cl)c(Cl)c1	6%	5%	x	-9%	x	x	22%	-11%
14	O=C(CCCC(=O)OCC(Cl)=C(Cl)Cl)Nc1ccccc1F	1%	-11%	u	0%	12%	-1%	5%	-3%
15	CCOc1ccc(C(=O)Nc2cccc3nsnc23)cc1[N+](=O)[O-]	6%	4%	11%	-6%	x	-4%	10%	6%
16	CC1Cc2ccccc2N1S(=O)(=O)c1c(N)n(C)c(=O)n(C)c1=O (stereo unspecified)	8%	6%	6%	0%	-4%	6%	-3%	8%
17	Cc1ccc(C(=O)NCCCNc2ccc(C(F)(F)F)cc2[N+](=O)[O-])cc1	5%	-2%	-5%	2%	-4%	0%	15%	5%
18	CCOC(=O)N1CCN(C(=O)CCS(=O)(=O)c2ccc(Br)s2)CC1	6%	2%	4%	0%	-7%	-1%	-1%	-2%
19	COc1ccc(/C=N/N=C2/NC(=O)C(CC(=O)O)S2)cc1OS(=O)(=O)c1ccccc1 (stereo unspecified)	-2%	0%	u	-14%	3%	-4%	7%	-24%
20	CCCCC/C=C\C/C=C\CCCCCCCC(=O)NCCc1ccc(O)c(O)c1	3%	8%	-14%	7%	6%	x	0%	x
21	O=C(N/N=C/c1cccs1)c1cccc(NC(=O)c2ccc(Cl)cc2)c1	5%	0%	3%	-1%	-17%	1%	3%	0%
22	Cc1ccccc1-c1nsc(SCC(=O)NCc2ccc3c(c2)OCO3)n1	-5%	-8%	22µM*	-3%	4%	-3%	4%	5%
23	CCN(CC)C(=O)Oc1ccc2c(=O)c(-c3ccc(OC)cc3)c(C)oc2c1	10%	2%	14µM*	-1%	-47%[inhibitor]	-3%	4%	-3%
24	NC(=S)NN=C1C2CC3CC(C2)CC1C3	2%	2%	25µM*	u	-3%	0%	0%	-25%
25	Cc1c(C(=O)N/N=C/c2ccc(N(C)C)cc2)[nH]c2ccc(Cl)cc12	7%	-3%	u	u	-14%	3%	4%	-13%
26	CC(C)C(CO)N1CCN(Cc2ccccc2)CCC1=O (stereo unspecified)	-1%	2%	x	0%	x	x	-43%	0%
27	CCOC(=O)c1cc(S(=O)(=O)N2CCN(C(=O)OCC)CC2)cn1C	-10%	-1%	3%	-3%	-3%	-7%	-2%	11%
28	CCOC(=O)c1c(NC(=S)NC)sc2c1CC(C)(C)SC2	5%	-5%	25µM*	u	3%	-2%	7%	-27%
29	O=C(CCCN1C(=O)c2ccccc2C1=O)Nc1nnc(C2CC2)s1	-2%	0%	10%	2%	2%	-12%	9%	0%
30	CC(=O)N=c1c(C#N)cc2c(=O)n3cccc(C)c3nc2n1Cc1ccco1	4%	2%	u	u	x	12%	0%	11%
31	COc1cccc(C2NC(=O)NC(C)=C2C(=O)Nc2cc(OC)ccc2OC)c1 (stereo unspecified)	-11%	-3%	u	1%	17%	-4%	5%	7%
32	COc1ccc(/C=C/C(=O)OCC(=O)NCC2CCCO2)cc1 (stereo unspecified)	13%	3%	u	-28%	-2%	3%	-12%	-4%
33	Cc1noc(C)c1CSc1nc2ccccc2c(=O)n1-c1ccccc1	9%	11%	4.5µM*	4%	u	-4%	3%	-21%
34	Cc1n[nH]c(=S)n(/N=C/c2cccs2)c1=O	0%	8%	u	4%	x	-1%[15.4 µM]	9%	3%
35	N#CCn1c(CCl)nc2ccccc2c1=O	-4%	2%	4%	1%	-1%	-3%	0%	-8%
36	COc1ccccc1-c1cc(C(=O)N2CCN(c3ccccc3OC)CC2)no1	2%	-5%	u	5%	-9%	-8%	-3%	-9%
37	CCOc1cc(NC(=S)Nc2cccc(OC)c2)c(OCC)cc1NC(=O)C1CC1	13%	-30%	-22%	-10%	20%	11%	12%	u
38	Cc1cn2c(-c3ccc(Cl)cc3)nnc2s1	2%	-2%	-14%	-2%	4%	-13%	7%	2%
39	Cc1ccc(NC(=O)c2nc[nH]c2C(=O)N2CCCCC2)c(C(=O)c2ccccc2)c1	-9%	-12%	-8%	11%	-8%	-5%	2%	4%
40	COc1ccc(C2C(C(=O)N3CCOCC3)=C(C)NC3=C2C(=O)CC(C)(C)C3)c(OC)c1 (stereo unspecified)	u	u	u	u	3%	u	0%	-4%
41	CS(=O)(=O)N(Cc1ccccc1)c1ccc(C(=O)NCCSc2ccccn2)cc1	0%	-4%	-8%	-3%	2%	-2%	4%	9%
42	O=[N+]([O-])c1cccc(/C=N/Nc2cc(Cl)nc(-c3ccccc3)n2)c1	-2%	-11%	u	2%	-18%	-6%	6%	-3%
43	CS(=O)(=O)Nc1ccc(C(=O)Nc2ccc(S(=O)(=O)N3CCCC3)cc2)cc1	3%	-28%	25µM*	-27%	1%	-7%	2%	-2%
44	Cc1ccc(N(CC(=O)N2CCc3ccccc32)S(=O)(=O)c2cccs2)cc1	1%	2%	5%	-2%	9%	1%	14%	-5%
45	O=C1/C(=C\c2ccco2)NC(=S)N1c1ccccc1	1%	-3%	-13%	-3%	x	6%	13%	-4%
46	O=C(CN1CCN(Cc2ccccc2)CC1)N/N=C/c1cccs1	-3%	11%	u	-7%	x	0%	7%	5%
47	Cc1cc([N+](=O)[O-])nn1CCCC(=O)NC1CCCCC1	4%	8%	1%	2%	-3%	-2%	1%	-6%
48	Fc1ccc(COc2ccc(/C=N/n3cnnc3)cc2)cc1	3%	0%	2%	3%	x	-3%	x	-5%
49	O=C(Nc1nnc(-c2ccco2)s1)C1CC1	6%	-1%	u	u	x	2%	x	15%
50	FC(F)(F)c1ccc(-c2nnc(-c3ccccn3)c(-c3ccccn3)n2)nc1	-11%	4%	-3%	-14%	x	4%[15.4 µM]	0%	12%

# Part of the list above in order of number of heavy atoms, descending.
nr	SMILES	GLA spleen mod	aGlu spleen mod	ALDH1A1 inh	JMJD2E inh	SMN2 splice enh	GAA inh	GoLoco inh red	GAA glycogen
30	CC(=O)N=c1c(C#N)cc2c(=O)n3cccc(C)c3nc2n1Cc1ccco1	4%	2%	u	u	x	12%	0%	11%
42	O=[N+]([O-])c1cccc(/C=N/Nc2cc(Cl)nc(-c3ccccc3)n2)c1	-2%	-11%	u	2%	-18%	-6%	6%	-3%
38	Cc1cn2c(-c3ccc(Cl)cc3)nnc2s1	2%	-2%	-14%	-2%	4%	-13%	7%	2%

# Continued.
nr	SMILES	GLA spleen mod	aGlu spleen mod	ALDH1A1 inh	JMJD2E inh	SMN2 splice enh	GAA inh	GoLoco inh red	GAA glycogen
51	CSc1nc(C)c(CCOCc2ccccc2)c(=O)[nH]1	7%	-8%	u	10%	-7%	2%	4%	2%
52	O=S(=O)(NCCn1cccc1)c1ccc2ccccc2c1	-1%	x	u	-3%	4%	-12%	-5%	-3%
53	C=C1CC2C3CC[C@@]4(OCOC45COCO5)[C@@]3(C)C(O)CC2[C@@]2(C)CCC(=O)C=C12 (stereo partly specified)	10%	9%	-13%	7%	-19%	0%	-1%	-3%
54	CCn1c(N)c(C(=O)Nc2ccccc2C(=O)OC)sc1=S	5%	-3%	28µM*	-13%	-4%	-12%	20%	-8%
55	CCOC(=O)Cc1csc(NC(=O)C(NC(=O)C2CCCCC2)C(C)C)n1 (stereo unspecified)	2%	-3%	5%	2%	-56%[inhibitor]	1%	6%	5%
56	O=C(Cc1ccccc1[N+](=O)[O-])Nc1nccs1	7%	3%	x	-8%	x	x	18%	-4%
57	Cc1cc(=O)[nH]c(SCC(=O)N2CCCc3ccccc32)n1	3%	0%	-1%	-6%	-4%	-1%	-2%	-4%
58	O=c1cc(-c2ccc([N+](=O)[O-])cc2)c2cc3c(cc2[nH]1)OCCO3	1%	-9%	9%	-10%	-23%	1%	2%	-5%
59	CCOC(=O)c1c(OCC)[nH]c2ccc(O)cc12	4%	-4%	14%	2%	-19%	-4%	7%	6.3µM*
60	COCCN(Cc1cc2cc3c(cc2nc1Cl)OCO3)C(=O)Nc1ccc(F)cc1	-4%	-1%	-1%	3%	-92%[inhibitor]	-1%	3%	-8%
61	COc1ccc(NC(=O)CC2C(=O)N(C)C(=S)N2CCc2ccccc2)cc1 (stereo unspecified)	2%	-4%	0.89µM*	-13%	-7%	u	3%	-1%
62	Cc1ccc(NC(=O)C(OC(=O)c2ccc(NC(N)=O)cc2)c2ccccc2)cc1Cl (stereo unspecified)	-6%	1%	u	0%	4%	-9%	1%	-12%
63	O=c1oc2ccccc2n1CCCCCn1c(=O)oc2ccccc21	-1%	-3%	u	-3%	24%	-8%	-6%	3%
